TRPML3 agonist: agonists of human TRPML3 channel; Q8TDD5; HEK293 TRPML3-YFP, Fluo-8 calcium fluorescence; 100% = the carbachol control signal; activation, % at 3 µM; 220,000 compounds, 0.29% hits;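 active means activation above its plate's cutoff, the mean activation of the plate's test wells plus 3 SD, cut at about 12% in these data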;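 further: 0% = DMSO only wells and 100% = carbachol wells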
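system = HEK293 cells stably carrying human TRPML3-YFP | doses = one concentration, 3 µM nominal, 0.3% DMSO | timing = dye loading 1 h 37 °C then 30 min ambient, 125 s read | detection = Fluo-8 calcium dye fluorescence, ex 470-495, em 515-575 nm | benchmarks = high control carbachol 87 µM, low control DMSO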
p47phox inh: blocks human p47phox regulatory protein of NADPH oxidases; P14598; p47phox/p22phox peptide binding, fluorescence polarization, 2 h; inhibition, % at 24.7 µM; 220,000 compounds, 0.53% hits; AID 1274;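 active means inhibition above about 30%, limit read from the data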;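 further: 0% = p47phox with labelled peptide and 100% = labelled peptide alone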
Target sequence (P14598 whole entry, looked up): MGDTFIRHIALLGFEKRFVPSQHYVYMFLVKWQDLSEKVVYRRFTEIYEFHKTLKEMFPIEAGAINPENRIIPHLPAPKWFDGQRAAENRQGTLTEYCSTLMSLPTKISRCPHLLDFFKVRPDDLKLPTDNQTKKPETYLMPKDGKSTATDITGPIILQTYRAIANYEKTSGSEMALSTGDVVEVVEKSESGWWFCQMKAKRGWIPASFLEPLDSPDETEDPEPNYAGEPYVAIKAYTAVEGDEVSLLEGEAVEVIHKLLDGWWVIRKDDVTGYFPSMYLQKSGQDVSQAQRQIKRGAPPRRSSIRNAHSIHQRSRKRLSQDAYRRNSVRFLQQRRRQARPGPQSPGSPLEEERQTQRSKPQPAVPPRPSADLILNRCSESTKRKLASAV
PPC-1+TRAIL kill: compounds killing PPC-1 cancer cells with TRAIL present (potentiator screen, no TRAIL-free arm) | AID 1443 | PPC-1 cells + TRAIL, ATPLite viability luminescence | cell killing (% activity), % at 4 µM | 220,000 compounds, 0.41% hits;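 active means cell killing above 50% in the first pass at 4 µM, then a duplicate retest at 5 µM averaging 50% or more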;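 further: plate controls were cells with TRAIL plus DMSO for no effect and medium-only wells lacking cells for full effect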
CHOP inhibitor: CHOP inhibition in unfolded protein response. CHO-K1 CHOP-promoter luciferase, tunicamycin-induced, 15-18 h. inhibition, % at 10 µM. 220,000 compounds, 3.8% hits;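 active means compounds that reduced the stress-induced luciferase reporter signal by more than about 70% of percent inhibition, limit read from the data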;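 further: 0% = tunicamycin plus vehicle and 100% = wells without tunicamycin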
zfTRPN1 agonist: activates the zebrafish TRPN1 channel. HEK293 zebrafish TRPN1-YFP, Fluo-8 calcium fluorescence; 100% = response to 87 µM carbachol. activation, % at 3 µM. 220,000 compounds, 0.18% hits;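 active means activation above its plate's cutoff, the mean activation of test wells on that plate plus 3 SD, cut at about 19% in these data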;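 further: 0% = DMSO alone and 100% = 87 µM carbachol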
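Assay system: Zebrafish TRPN1-YFP in HEK293 cells | Incubation: Dye loading 1 h at 37 °C, then 30 min room temperature | Measured by: Kinetic Fluo-8 fluorescence, ex 470-495, em 515-575 nm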
MDM2 E3 inh: Mdm2 E3 ligase (human) inhibition | cell-based MDM2 ubiquitination luciferase reporter, 2 h; 0 = plate control, 100 = twice control, blank-subtracted | signal enhancement, % at 5 µM | 210,000 compounds, 0.11% hits;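 active means signal enhancement of 30% or more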;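 further: luminescence tracks abundance of the self-degrading MDM2-luciferase fusion protein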
Target sequence (Q00987 whole entry, looked up, the tested form may be a part): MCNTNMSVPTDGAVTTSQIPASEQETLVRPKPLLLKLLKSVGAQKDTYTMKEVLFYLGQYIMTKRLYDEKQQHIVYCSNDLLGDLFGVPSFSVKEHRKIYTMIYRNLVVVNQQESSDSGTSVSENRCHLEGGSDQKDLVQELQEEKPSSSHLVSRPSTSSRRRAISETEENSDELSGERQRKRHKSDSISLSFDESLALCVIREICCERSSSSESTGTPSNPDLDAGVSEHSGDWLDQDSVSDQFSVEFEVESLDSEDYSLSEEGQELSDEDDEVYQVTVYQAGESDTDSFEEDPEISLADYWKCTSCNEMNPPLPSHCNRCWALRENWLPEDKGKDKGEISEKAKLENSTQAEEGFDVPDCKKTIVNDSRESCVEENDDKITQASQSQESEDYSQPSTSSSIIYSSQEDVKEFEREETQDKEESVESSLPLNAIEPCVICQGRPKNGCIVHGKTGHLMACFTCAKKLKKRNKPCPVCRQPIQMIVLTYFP
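Assay system: stable mammalian line carrying autodegrading MDM2–luciferase fusion reporter; Input: 2000 cells in each well; Compound dosing: single-point 5 µM; Schedule: 2 h compound exposure at 37 °C; Signal: SteadyLite luciferase luminescence after 15 min room-temperature reagent incubation; Evaluation: % luminescence enhancement versus blank-corrected plate control mean; Benchmarks: plate controls and plate blanks.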
EBV gp42 inh: EBV gp42 inhibition. Fluorescence polarization binding assay, mP read-out. Q1HVG2. inhibition, % (tested at 21.74 µM). 220,000 compounds, 0.42% hits; in the data active means inhibition above about 50%
Target sequence (Q1HVG2 whole entry, looked up): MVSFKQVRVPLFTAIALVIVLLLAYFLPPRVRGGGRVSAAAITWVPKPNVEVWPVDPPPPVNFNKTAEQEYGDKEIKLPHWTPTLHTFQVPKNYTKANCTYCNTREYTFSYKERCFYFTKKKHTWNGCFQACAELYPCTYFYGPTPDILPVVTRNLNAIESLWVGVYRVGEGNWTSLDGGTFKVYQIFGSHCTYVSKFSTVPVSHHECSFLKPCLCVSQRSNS
Runt-SMMHC FRET: inhibitors of human RUNX1 Runt domain binding to CBFb-SMMHC | Q01196+Q13951 | Cerulean-Runt/Venus-CBFb-SMMHC FRET ratio 530/480, 1 h | inhibition, % at 20 µM | 220,000 compounds, 0.74% hits;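 active means mean inhibition across duplicate retests at 20 µM reaching about 50%, limit read from the data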;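 further: 0% = DMSO wells and 100% = wells with excess untagged CBFb-SMMHC; inhibitors lower the FRET ratio by blocking Runt binding to CBFb-SMMHC; some results filed as inactive read as strong as hits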
TNF death inh: blocks TNF-alpha induced death of Jurkat FADD-/- cells. Jurkat FADD-/- TNF necroptosis rescue, ATP luminescence, 24 h; 0 = TNF only, 100 = no-TNF cells. activation (protection from cell death), % at 10 µM. 220,000 compounds, 0.068% hits. AID 463075;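 active means activation, meaning protection from cell death, of at least 50% relative to plate controls; inactive means activation below 50%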;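 further: necroptosis triggered by 40 ng/mL TNF-alpha added together with compound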
* hit, by the source's call; nt = no result given.

molecule	TRPML3 agonist	p47phox inh	PPC-1+TRAIL kill	CHOP inhibitor	zfTRPN1 agonist	MDM2 E3 inh	EBV gp42 inh	Runt-SMMHC FRET	TNF death inh
CCN(CC)CCCNC(=O)C1c2cc(OC)c(OC)cc2C(=O)N(C)C1c1cccnc1 (centres undefined)	0.5	-4.9	-5.0	0.7	-0.4	-4.9	-3.9	1.6	0.3
O=C(NCc1ccc2c(c1)OCO2)c1cc(-c2ccccn2)nc2ccccc12	-0.7	-0.2	10.1	29.2	-1.9	-21.6	-8.1	-1.5	-2.1
O=C(CCNC(=O)c1ccccc1Cl)Nc1nc(-c2ccccc2Cl)cs1	-0.1	-18.1	3.4	-19.1	-0.2	-7.9	-5.8	4.3	1.4
Cc1ccc(CN2CCN(Cc3ccccn3)CC2CCO)cc1 (centres undefined)	0.6	-4.5	10.6	-1.3	0.9	-12.7	3.8	-2.2	2.0
CCCn1nnc(NC(=O)/C=C/c2ccco2)n1	0.5	-9.6	-5.6	-9.8	1.4	-9.2	-7.5	1.5	1.3
Nc1c(N)c2ccccc2oc1=O	1.1	-3.0	-7.0	-7.3	-0.6	-16.6	-24.3	-11.8	-1.0
O=C(N/N=C/c1cn(-c2ccccc2)nc1-c1ccccc1)c1ccco1	-0.6	10.1	3.7	-40.8	0.7	-5.5	4.8	0.0	-12.7
O=[N+]([O-])c1ccccc1Nc1ccccc1	-0.1	0.3	-4.2	0.0	-1.3	-6.6	-14.6	-2.5	-1.0
C=CCC1(O)C(=O)Nc2ccccc21 (centres undefined)	1.4	-8.0	11.0	6.7	0.3	-8.5	-1.9	-1.4	-1.9
CCN(CC(=O)NC1CCCCCC1)S(=O)(=O)c1ccccc1	0.5	2.7	19.7	11.6	-0.9	-22.9	-3.3	-1.2	0.6
O=C(c1ccc(S(=O)(=O)N2CCOCC2)cc1)N1CCN(C2=NS(=O)(=O)c3ccccc32)CC1	0.4	-0.4	4.6	47.6	-0.7	-10.8	-14.0	-1.7	2.1
CCSc1ccc(-c2cccc([N+](=O)[O-])c2)nn1	-0.5	-16.4	32.8	6.2	-2.4	-5.5	-0.1	-7.4	1.2
CC1Cn2c(nnc2-c2cccc(Cl)c2)S1 (centres undefined)	0.2	-4.9	14.6	21.7	-0.7	2.1	-3.2	-1.7	0.8
C/C(=N\NC(=O)c1cccc(Br)c1)c1ccc(Br)cc1	0.1	0.8	-4.7	43.1	0.6	-18.2	-24.9	-2.3	0.5
Cc1c(NC(=O)C(C)OC(=O)CNC(=O)c2ccccc2)c(=O)n(-c2ccccc2)n1C (centres undefined)	0.5	5.1	-3.0	-17.9	0.9	-17.7	-5.2	2.4	-1.3
C=CCNCCOCCOc1ccc(Cl)cc1C(C)(C)C	0.8	-1.9	25.0	3.7	0.6	2.2	-5.6	-5.1	4.1
C/C=C/Cn1c(Br)nc2c1c(=O)n(C)c(=O)n2C	-0.1	-5.6	13.1	26.6	1.1	-7.8	-9.3	31.6	0.3
COc1ccc(OC)c(NC(=S)NCc2cccnc2)c1	0.8	-2.3	33.9	5.5	-0.2	26.9	-8.7	-3.7	0.0
O=c1[nH][nH]c(-c2ccccc2O)c1C(C[N+](=O)[O-])c1ccc(Br)cc1 (centres undefined)	0.3	2.4	-6.4	29.3	0.4	-9.8	24.2	0.9	2.0
CCOC(=O)c1sc(/N=C/N(C)C)c(C(=O)OCC)c1C	0.9	-10.5	10.5	-1.9	-1.3	-21.1	-2.1	-2.7	-7.5
CCOC(=O)N1CCC(N2Cc3cccc(C(=O)N4CC(C)CC(C)C4)c3C2=O)CC1 (centres undefined)	-0.7	-12.6	2.2	25.1	-2.4	-1.0	-10.4	-2.5	-4.3
O=C(NC(Cc1c[nH]c2ccccc12)C(=O)O)c1ccco1 (centres undefined)	0.9	4.9	14.4	-5.2	-1.5	-1.2	-22.7	15.3	0.7
CSc1nc(N)c(C#N)c(-c2ccc(Cl)cc2)c1C#N	-0.2	-21.1	12.9	35.8	0.1	-17.1	-5.5	-5.7	-1.7
CCOC(=O)c1ccc(S(=O)(=O)NCCN2CCOCC2)cc1	1.7	4.1	15.6	5.0	3.4	-36.1	5.6	-0.1	-0.3
CCOCCCNc1nc2c([nH]1)c(=O)n(C)c(=O)n2C	0.6	-2.5	20.5	31.3	0.6	-0.2	-14.5	1.4	1.3
CN1CCC(N(C)C(=S)NC(=O)c2cc(-c3cccc(Br)c3)nc3ccccc23)CC1	1.6	-21.7	8.1	-32.0	1.4	-7.3	1.9	2.7	4.3
CC(Sc1nncn1C)C(=O)Nc1ccccc1-c1ccccc1 (centres undefined)	0.3	1.1	8.4	24.6	0.3	4.9	-11.5	-0.5	1.7
O=C(CSc1ccccc1)Nc1ccc(NC(=O)c2ccco2)cc1	0.7	-17.6	10.0	11.9	-0.2	-11.1	-8.8	4.9	-1.0
CCC(Oc1ccccc1)C(=O)Nc1nc2ccccc2[nH]1 (centres undefined)	-0.5	-10.9	10.5	22.2	1.1	-10.3	-11.2	2.4	0.6
COCCNC(=O)C(c1ccccc1C)N(CCOC)C(=O)Cn1nnc2ccccc21 (centres undefined)	0.4	-16.3	-1.5	35.2	1.0	-7.2	-8.6	0.7	-0.1

Given with two lines to a compound: entries from further up
Below each compound – TRPML3 agonist | p47phox inh | PPC-1+TRAIL kill | CHOP inhibitor | zfTRPN1 agonist | MDM2 E3 inh | EBV gp42 inh | Runt-SMMHC FRET | TNF death inh
C=CCNCCOCCOc1ccc(Cl)cc1C(C)(C)C
    0.8 | -1.9 | 25.0 | 3.7 | 0.6 | 2.2 | -5.6 | -5.1 | 4.1
CCOC(=O)N1CCC(N2Cc3cccc(C(=O)N4CC(C)CC(C)C4)c3C2=O)CC1 (centres undefined)
    -0.7 | -12.6 | 2.2 | 25.1 | -2.4 | -1.0 | -10.4 | -2.5 | -4.3

The main list resumes; the two compounds before the break are reprinted first.
molecule	TRPML3 agonist	p47phox inh	PPC-1+TRAIL kill	CHOP inhibitor	zfTRPN1 agonist	MDM2 E3 inh	EBV gp42 inh	Runt-SMMHC FRET	TNF death inh
CCC(Oc1ccccc1)C(=O)Nc1nc2ccccc2[nH]1 (centres undefined)	-0.5	-10.9	10.5	22.2	1.1	-10.3	-11.2	2.4	0.6
COCCNC(=O)C(c1ccccc1C)N(CCOC)C(=O)Cn1nnc2ccccc21 (centres undefined)	0.4	-16.3	-1.5	35.2	1.0	-7.2	-8.6	0.7	-0.1
COc1ccc2c(C(=O)CN3CCC(C)CC3)c[nH]c2c1	1.1	-13.5	-8.3	18.0	0.6	-16.9	-36.8	-2.2	4.2
Cc1cc(C)c2nc(N3CCCN(C(=O)c4ccco4)CC3)c(C#N)cc2c1	-0.1	-43.6	1.8	-68.4	0.0	-20.1	12.9	69.9*	-8.5
O=C(c1cc(Sc2ccc(Cl)cc2)nc2ccccc12)N1CCN(c2ccccn2)CC1	-0.3	4.3	32.6	34.6	-0.3	-15.6	9.2	-4.5	-0.8
CSCCC(NC(N)=O)C(=O)Nc1ccc(F)c(Cl)c1 (centres undefined)	0.8	-5.5	-11.0	16.6	1.9	nt	-21.1	-3.7	14.8
CCOCCCNC(=O)CCS(=O)(=O)Cc1ccc(C)cc1	0.1	-9.3	14.1	2.1	0.6	7.3	-10.4	3.0	-4.8
COC(=O)c1ccc(Cn2nc(C)c(Cl)c2C)o1	-0.9	-22.2	34.7	-2.5	-1.2	-10.8	-22.6	-4.7	3.0
O=C(Oc1ccc2c(c1)OCO2)c1ccc(F)cc1Cl	-1.2	-18.7	13.8	55.3	-1.5	-10.0	-6.2	2.3	-0.2
CCCNS(=O)(=O)c1ccc(OCC(=O)NCc2ccco2)cc1	0.4	-1.3	21.6	42.9	0.3	7.8	-12.1	-1.9	-1.5
CCNc1nc(C23CC4CC(CC(C4)C2)C3)cs1	-0.5	2.6	2.3	45.2	-0.8	-5.4	5.5	1.8	1.3
Cc1ccc(-c2nn3c(C)nnc3s2)cc1NC(=O)c1ccc(-c2cccc(Cl)c2)o1	-0.1	-110.7	27.1	50.2	-1.7	-5.6	-40.6	-3.6	-9.8
COc1ccc(NC(=S)Nc2ccc(OCc3ccccc3)cc2)cc1OC	0.2	-4.6	-2.4	27.5	0.5	10.2	-11.3	1.0	-7.1
O=C(NCc1ccco1)C1CC(=O)N(c2ccc(F)cc2)C1 (centres undefined)	0.2	-2.8	3.2	30.7	0.1	-8.4	0.5	-0.1	-1.2
O=S(=O)(N/N=C1/CC(c2ccccc2)Oc2ccccc21)c1ccc(Br)cc1 (centres undefined)	0.5	-27.3	1.9	94.2*	-0.6	-8.1	-4.0	-1.9	-0.4
CCc1nnc(NS(=O)(=O)c2ccc(NC(=O)c3cccc4ccccc34)cc2)s1	0.0	-0.2	19.1	-11.6	1.8	-90.4	-0.6	-3.0	0.1
C=C(C)CSc1cc(C)c(C#N)c2nc3ccccc3n12	-0.1	-0.3	29.6	-6.7	0.1	-9.6	0.7	37.2	-3.5
COc1ccc(-c2cnc(NCc3cc4c(cc3[N+](=O)[O-])OCO4)n2C)cc1	1.4	-1.5	7.3	-9.9	1.8	-2.0	2.6	9.5	2.6
C[C@@H](C(=O)Nc1ccc2ccccc2c1)[C@H]1C[C@]1(C)[C@H](NC(=O)c1cnccn1)c1ccccc1	-1.0	-31.2	12.7	24.8	-2.1	nt	-6.2	2.8	4.4
CCOC(=O)N1CCN(CC(=O)N2c3ccccc3CCc3ccccc32)CC1	0.7	-2.6	7.7	-1.3	-0.8	-2.1	-10.2	1.4	-0.3
COc1cccc(C2C(C(=O)Nc3ccccc3)=C(C)N=c3s/c(=C/c4ccc(OCC(=O)O)cc4)c(=O)n32)c1 (centres undefined)	0.2	-29.8	32.5	-6.0	0.6	-2.7	0.7	-87.0	1.9
COC(=O)c1ccccc1NC(=O)C1CC(=O)N(c2ccc(C)c(C)c2)C1 (centres undefined)	0.3	-13.1	22.5	22.9	-0.7	-25.9	-2.0	2.1	1.9
O=C(CC1SC(=NC2CCCCC2)NC1=O)Nc1ccccc1 (centres undefined)	0.5	-4.2	38.8	29.1	-1.6	-4.1	-6.6	-4.4	0.1
O=C(c1ccco1)N1CCN(C2=NS(=O)(=O)c3ccccc32)CC1	0.7	-5.8	-4.0	32.7	1.1	-1.9	-8.2	1.4	-1.2
CC(=O)Nc1ccc(S(=O)(=O)N(C)c2ccc(OCC(=O)OCC(=O)N3CCCCC3)cc2)cc1	1.3	-4.2	28.1	-18.5	0.4	0.6	2.5	-5.0	0.3
CC1CCCC(N2C(=O)NC(NC(=O)c3ccco3)(C(F)(F)F)C2=O)C1C (centres undefined)	0.7	0.4	-4.6	40.6	1.7	-8.9	3.9	1.7	-1.7
CN(C)S(=O)(=O)c1ccc(Cl)c(NC(=O)CN2C(=O)NC(C)(C3CC3)C2=O)c1 (centres undefined)	-0.1	9.3	6.1	16.4	2.0	nt	-21.6	-1.0	0.4

From PubChem
